aSyn tox rescue – rescues yeast growth from alpha-synuclein toxicity | Potency, µM (titrated, usually from 46.1 µM), for the others: at the top dose growth rescue (activation), hits mostly activators | S. cerevisiae alpha-synuclein toxicity rescue, BacTiter-Glo growth, 24 h | 94,000 tested, 0.02% active; active = well fitted activation curve with a large enough effect; inconclusive = small, poorly fitted or top-dose-only effect; also: 0% is about no effect
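Growth restoration measured by BacTiter-Glo luminescence after 24 hr at 30 deg C; alpha-synuclein yeast, raffinose-pregrown to mid-log, were added at OD600=0.02 in galactose medium onto pinned compounds.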
* marks the source's active call; other numbers are inactive results; ? = inconclusive; [ ] = another dose, or the depositor's remark. Potency is read from the fitted curve at half-maximal effect. The list is partial; count on the stated rates, not on these rows.

item	SMILES	aSyn tox rescue
1	COc1ccc(/C=C2\SC(=O)N(CCC(=O)Nc3ccc(S(=O)(=O)Nc4nccs4)cc3)C2=O)cc1	2%
2	Cc1c(Cl)cccc1NC(=O)CCS(=O)(=O)c1cccc2nsnc12	-6%
3	CCOC(=O)c1c(S(=O)(=O)NCC(=O)Nc2cccc(SC)c2)c(C)n(C)c1C	11%
4	O=C(Nc1ccncc1)c1ccccc1-c1ccccc1	-8%
5	O=C1c2ccccc2C(O)N1Cc1ccco1 (stereo unspecified)	8%
6	CCC(=O)Nc1cccc(-c2nnc(-c3ccccc3)o2)c1	-3%
7	CC(=O)N1CCCc2cc(S(=O)(=O)N3CCC(C(=O)NC4CCCCC4)CC3)ccc21	4%
8	COc1cccc(C(C(=O)NC2CCCCC2)N(CCN2CCOCC2)C(=O)C2COc3ccccc3O2)c1 (stereo unspecified)	8%
9	COc1ccc(C2CC(c3ccccc3)=NN2C(=O)CSc2nnnn2-c2cccc(C)c2)cc1 (stereo unspecified)	-4%
10	COc1ccc(OC)c(CNC(=O)C(C)n2c(C)c3cnn(-c4ccccc4)c(=O)c3c2C)c1 (stereo unspecified)	0%
11	C=CCn1c(C)nnc1SCC(=O)N1c2ccccc2NC(=O)C1(C)C	-8%
12	COc1ccccc1OCCSc1nc2ccccc2n1CC(=O)O	-7%
13	Cc1ccc(CO)cc1Nc1ncnc2onc(-c3ccc(F)cc3)c12	29%
14	COc1cccc2cc(-c3nc(Nc4cccc(C)c4)sc3C)c(=O)oc12	2%
15	COC(=O)c1ccccc1NC(=O)CSc1nnnn1CC(=O)O	-11%
16	CC(=O)c1ccc(NC(=O)c2cnn(-c3cccc(F)c3)c2-n2cccc2)cc1	8%
17	O=C(O)c1ccc(/C=C2\COc3ccccc3C2=O)cc1	?
18	CCOC(=O)c1ccc(NC(=O)C2CCCN(c3ncnc4onc(-c5ccc(F)cc5)c34)C2)cc1 (stereo unspecified)	-18%
19	O=C(NCCc1csc(-c2cccc(F)c2)n1)c1ccccc1C(F)(F)F	-10%
20	COc1ccc(C)cc1NC(=O)Cn1c(=O)cc(C)c2c(C)nn(C)c21	0%
21	CCCCN(C(=O)CSCc1c(C)noc1C)c1c(N)n(CCCC)c(=O)[nH]c1=O	2%
22	CCc1ccc(NC(=O)C2CCN(C(=O)N3CCOc4ccccc43)CC2)cc1	0%
23	O=S(=O)(c1ccc(F)cc1)N1CCC(Oc2ccc(-n3cnnn3)cc2)CC1	-6%
24	CCOC(=O)C1(C)/C(=N/Nc2ccc(S(N)(=O)=O)cc2)C(=O)C(=O)N1c1ccccc1 (stereo unspecified)	1%
25	COCCNc1ncnc2onc(-c3ccc(F)cc3)c12	-16%

item	SMILES	aSyn tox rescue
26	O=C(CSc1nc(-c2cccs2)nc2cc(=O)[nH]n12)Nc1ccccc1	-1%
27	N#Cc1ccc(/C=C2\CCCCn3c2nc2cc(C(=O)O)ccc2c3=O)cc1	0%
28	CC1(C)CC(=O)c2cc(-c3nc(-c4ccc(Cl)cc4)cs3)c(=O)n(-c3ccc(Cl)cc3)c2C1	-5%
29	COc1cc(OC)c(C2C(C#N)=C(C)NC(C)=C2C#N)c(C(=O)O)c1	4%
30	COc1ccc(CCNc2nc3c(c(=O)n(C)c(=O)n3C)n2Cc2ccccc2Cl)cc1OC	-3%
31	O=C1/C(=C/c2cccnc2)SC(=S)N1c1ccc(O)cc1	10%
32	COc1ccc(N2CCN(c3ncnc4sc(C(=O)NCC5CCCO5)c(C)c34)CC2)cc1 (stereo unspecified)	3%
33	C=C(C)CNC(=S)NNC(=O)c1ccc(Br)cc1	-8%
34	Cc1ccc(NC(=O)c2ccc(=O)n(CC(=O)Nc3cc(C)cc(C)c3)n2)cc1	3%
35	Cc1ccc(CNC(=O)Cn2cc3c(n2)-c2c(oc(C(=O)N4CCOCC4)c2C)CC3)cc1	4%
36	CCN(CC)S(=O)(=O)c1ccc(N=NC2=C(O)CC(C)(C)CC2=O)cc1	-8%
37	COc1ccc(C(=O)NNC(=O)C(=O)Nc2cccc3ccccc23)cc1	-2%
38	Cc1ccc(/C=N/NC(=O)c2cc(-c3ccc(C)o3)[nH]n2)cc1	4%
39	c1coc(CSc2ncnc3c2oc2ccccc23)c1	0%
40	COc1cc(C(=O)OCC(=O)Nc2ccc(N3CCOCC3)cc2)ccc1OCC(C)C	-3%
41	Cc1ccccc1CNC(=O)c1ccc2c(c1)N(Cc1ccccc1)CCS2	-16%
42	O=C(NC1=NCCS1)c1cccc(Br)c1	5%
43	O=C(NCc1ccco1)C(=O)NCC1OCCN1S(=O)(=O)c1cc(F)ccc1F (stereo unspecified)	-8%
44	O=C(Nc1nc2c(Cl)ccc(Cl)c2s1)C1CC1	-9%
45	COc1cc(C(=O)NCC(=O)N/N=C/c2ccc(OC(=O)c3ccco3)cc2)cc(OC)c1OC	-3%
46	CCOC(=O)c1ccc(OCC2c3cc(OC)c(OC)cc3CCN2C(=O)Cc2ccc(OC)c(OC)c2)cc1 (stereo unspecified)	11%
47	CCN(CC)C(=O)/C(=C\c1ccc2c(c1)OCO2)NC(=O)c1ccc(Br)cc1	3%
48	COc1ccc(-c2nc3ccccc3o2)cc1NC(=O)COc1cc(C)cc(C)c1	-6%
49	CCOc1ccccc1N1CC(c2nc3ccccc3n2CCCCOc2cc(C)ccc2C)CC1=O (stereo unspecified)	1%
50	CC1=C(C(=O)Nc2ccccc2C)C(c2ccncc2)n2nc(SCc3ccccc3Cl)nc2N1 (stereo unspecified)	2%

item	SMILES	aSyn tox rescue
51	COc1ccc(OCC(=O)N2CCN(C(=O)c3ccc(OC)cc3)CC2)cc1	6%
52	CCCCN(CC)CCCNC(=O)CCN1N=C(c2ccc(OC)cc2)CCC1=O	4%
53	COC(=O)c1cc(C#N)c(N2CCN(C)CC2)nc1C	7%
54	CC1CN(C(=O)N2CCC(C(=O)NCc3cccs3)CC2)c2ccccc2O1 (stereo unspecified)	-4%
55	COc1ccc(CCNC(=O)C(=O)NCC2OCCN2S(=O)(=O)c2ccc(OC)c(OC)c2)cc1 (stereo unspecified)	3%
56	Cc1ccc(NC(=O)Cc2nnc(SCC(=O)Nc3ccc(N4CCOCC4)cc3)n2C)cc1	-2%
57	COCc1cc(=O)[nH]c(/N=C(\N)Nc2ccc(C)cc2C)n1	-8%
58	COCc1ccc(C(=O)NC(C)c2cnn(-c3ccccc3C)c2C)o1 (stereo unspecified)	-1%
59	Cc1ccccc1Cn1cc(S(=O)(=O)c2ccc(Cl)cc2)c(=O)c2cc3c(cc21)OCO3	-3%
60	Cc1ccc(-n2c(=O)c3c(c4cc(C)ccc4n3C)n(CC(=O)NCc3ccccc3)c2=O)cc1	-17%
61	CCOC(=O)CC(NC(=O)Cc1ccccc1)c1ccccc1Cl (stereo unspecified)	4%
62	O=C(CCNS(=O)(=O)c1cccs1)N1CCN(c2ccc(F)cc2)CC1	-2%
63	Cc1cc(C)c2nc(NNC(=O)c3ccc(S(=O)(=O)N4CCCCC4)cc3)sc2c1	7%
64	Cc1cccc(OCC(=O)NCc2ccc3c(c2)CCN3C(=O)c2ccc(Cl)cc2)c1	-7%
65	COC(=O)c1c(-c2cccs2)csc1NC(=O)COc1ccc(C)cc1	-3%
66	O=C1CC(c2ccccc2)Cc2[nH]c(=O)c(-c3nc(-c4ccc(Cl)cc4)cs3)cc21 (stereo unspecified)	-2%
67	CCN(CC)S(=O)(=O)c1ccc(C)c(NC(=O)CNCCN(C(C)C)C(C)C)c1	2%
68	Cc1ccc(CSCCC(=O)N2CCN(c3ccc(F)cc3)CC2)cc1	?
69	CCc1ccccc1NC(=O)CSc1ncccc1C(=O)O	-4%
70	O=C(CSc1n[nH]c(=O)[nH]c1=O)c1ccc([N+](=O)[O-])cc1	3%
71	CCCOc1ccc(/C(O)=C2\C(=O)C(=O)N(c3ccccn3)C2c2ccccc2F)cc1C (stereo unspecified)	-9%
72	Cc1nc(/C=C/c2ccccc2)[nH]c(=O)c1-c1ccccc1	-14%
73	O=C(CN1C(=O)C2CC=CCC2C1=O)NCC(=O)Nc1ccc(F)c(F)c1 (stereo unspecified)	6%
74	CC1=C(c2ccc(C(C)C)cc2)S(=O)(=O)NC1=NCc1ccc(OC(C)C)cc1	-17%
75	COc1ccc(C)cc1S(=O)(=O)Nc1cc2c3c(c1)CCC(=O)N3CCC2	9%

item	mol	aSyn tox rescue
76	CCOc1ccccc1NC(=O)c1cc(-c2cc(OC)c(OC)c(OC)c2)nc2ccccc12	8%
77	CC(OC(=O)C1CC(=O)N(Cc2ccco2)C1)C(=O)Nc1cccc(C#N)c1 (stereo unspecified)	4%
78	CCN(CC)c1cc(C)c2cc(NC(=O)c3cccc(F)c3)ccc2n1	-1%
79	COc1ccccc1N1CCN(C(=O)CCc2nnc3n(C)c(=O)c4sccc4n23)CC1	0%
80	O=C(Cn1c(=O)n(Cc2ccccc2)c(=O)c2sc3ccccc3c21)Nc1ccccc1F	-11%
81	CCc1cccc(NC(=O)COc2cc(=O)n(CC)c3ccccc23)c1	-11%
82	CCOc1ccc(OCCC(=O)N(CC(=O)Nc2ccccc2C(F)(F)F)Cc2ccco2)cc1	5%
83	CC1(C)CC(=O)C2=C(C1)OC1=C(C(=O)CC(C)(C)C1)C2c1ccccc1Cl	-10%
84	Cc1cc(C(=O)NNc2c(Cl)cccc2Cl)n(C(C)(C)C)n1	1%
85	O=C(NC1CCN(Cc2ccccc2)CC1)c1ccc(Cn2c(=O)c3ccccc3n(Cc3ccc(F)cc3)c2=O)cc1	2%

item	mol	aSyn tox rescue
86	Cc1ccc(NC(=O)Cn2cc3c(n2)CCC(C)C3)cc1C (stereo unspecified)	1%
87	O=C(CCC(=O)N1CCOc2ccccc21)NCCCN1CCOCC1	5%
88	CC(=O)c1ccc(NC(=O)c2cc(S(=O)(=O)N3CCOCC3)ccc2C)cc1	-5%
89	COc1ccc(-n2nc(C(=O)Nc3cccc(C(F)(F)F)c3)c3c4ccccc4n(C)c3c2=O)cc1	9%
90	COc1ccccc1CNC(=O)c1cccn1-c1nnc(N2CCCC2)s1	-5%
91	COC(=O)Cn1cnc2sc3c(c2c1=O)CCCC3	-10%
92	CN(C)/C=C1\SC(=S)N(N2C(=O)C3C4C=CC(C4)C3C2=O)C1=O (stereo unspecified)	0%
93	O=C(N/N=C/c1[nH]c2ccccc2c1Cl)c1cccc(Br)c1	-11%
94	CCCN(CCC)C(=O)c1c[nH]c2ccc(S(=O)(=O)N(C)c3ccc(Cl)cc3)cc2c1=O	-1%
95	O=C(CCC1N=C2c3ccccc3N=C(SCc3cccc(F)c3)N2C1=O)NC1CCCCC1 (stereo unspecified)	-2%

item	mol	aSyn tox rescue
96	CCc1ccc(NC(=O)CSc2nc(O)cc(=O)n2C2CCCC2)cc1	-16%
97	COc1cccc(OCC(=O)N2CCCc3ccccc32)c1	8%
98	Cc1ccccc1-c1nc2scc(CCNS(=O)(=O)c3ccccc3)n2n1	5%
99	CCN(CC(=O)Nc1c(F)cccc1F)C(=O)c1cccc(S(=O)(=O)N(C)c2ccccc2)c1	-1%
100	Cc1ccc(Cl)cc1NS(=O)(=O)c1ccc2c(c1)NC(=O)CCS2	5%
101	Cc1cnc(C=O)c2cccc([N+](=O)[O-])c12	1%
102	COc1cc2c(cc1OC)C(C)N(Cc1ccc3c(c1)OCO3)CC2 (stereo unspecified)	4%
103	N/C(=N\OC(=O)CCn1cccc(C(F)(F)F)c1=O)c1ccc(OC(F)(F)F)cc1	5%
104	CNc1ccn(C2CCCO2)c(=O)n1 (stereo unspecified)	2%
105	Cc1cc(-c2ccc(C)c(S(=O)(=O)NC(c3cccs3)C(C)C)c2)on1 (stereo unspecified)	4%

item	mol	aSyn tox rescue
106	COc1ccccc1N1CCN(C(=O)c2cn(C)c3ccc(S(=O)(=O)N(C)C4CCCCC4)cc3c2=O)CC1	7%
107	O=S(=O)(c1ccccc1)c1cc(O)ccc1O	-7%
108	Cc1nc2ccccn2c1C(=O)NNS(=O)(=O)c1ccc(Cl)cc1	-31%[inhibitor]
109	Cc1ccc(CCNC(=O)c2cn(C)c3ccc(S(=O)(=O)N(C)C4CCCCC4)cc3c2=O)cc1	1%
110	O=[N+]([O-])c1ccc(S(=O)(=O)N2CCn3cccc3C2c2ccccc2F)cc1 (stereo unspecified)	12%
111	CC(C)(C)C1=CC(=O)C(N2CCOCC2)=CC1=O	17%
112	COc1ccc(N2CC(C(=O)N(C)CC(=O)Nc3ccc(Cl)c(C(F)(F)F)c3)CC2=O)c(OC)c1 (stereo unspecified)	-46%[inhibitor]
113	Cc1ccc2oc(-c3ccc(NC(=O)CCC(=O)O)cc3)nc2c1	0%
114	CC1Cc2cc(S(=O)(=O)CCC(=O)NCc3ccccc3Cl)ccc2N1C(=O)C1CC1 (stereo unspecified)	4%
115	CC(C)(C)OC(=O)NCCc1onc(-c2ccccc2F)c1C(=O)O	-11%
116	COc1ccc(Br)cc1CN(C)CC(=O)Nc1c(Cl)ccc(C)c1Cl	6%
